PKA-R2B activ – activators of human PKA-R2B complex; AID 504700; PKA-R2B holoenzyme dissociation, Cy5-IP20 fluorescence polarization; R2B truncated from residue 108, S112A mutant; 0% DMSO only, 100% 113 µM cGMP; P22694+P31323; 0.079% of 340,000 active; activation, % at 11.4 µM;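 active = activation above a cutoff set at the mean over all compounds plus 3 SD, cut at about 18% in these data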;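 also: higher means more holoenzyme dissociation and a rise in polarization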
MOR-DOR inv ag – mu-delta opioid heterodimer inverse agonism. cell-based MOR-DOR heterodimer luminescence. inhibition, % at 9.3 µM. P35372+P41143. 0.21% of 340,000 active; in the data active = inhibition above about 22%, passing the limit was not always enough;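 also: 0% = cells with DMSO and 100% = wells without cells with DMSO; values of inactives mirror those of a sister screen read the other way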
Target sequence (P35372 whole entry, looked up): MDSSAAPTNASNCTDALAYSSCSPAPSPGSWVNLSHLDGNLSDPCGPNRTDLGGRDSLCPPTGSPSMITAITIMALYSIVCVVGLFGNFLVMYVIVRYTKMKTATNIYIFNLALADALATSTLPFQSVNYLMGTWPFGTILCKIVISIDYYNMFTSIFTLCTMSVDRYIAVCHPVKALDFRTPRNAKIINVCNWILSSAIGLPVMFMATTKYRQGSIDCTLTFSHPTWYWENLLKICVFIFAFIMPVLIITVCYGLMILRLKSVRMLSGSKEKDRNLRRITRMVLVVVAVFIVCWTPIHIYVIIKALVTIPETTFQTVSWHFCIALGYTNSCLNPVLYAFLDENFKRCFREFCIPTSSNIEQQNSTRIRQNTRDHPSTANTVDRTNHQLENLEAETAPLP
Target sequence (P41143 whole entry, looked up): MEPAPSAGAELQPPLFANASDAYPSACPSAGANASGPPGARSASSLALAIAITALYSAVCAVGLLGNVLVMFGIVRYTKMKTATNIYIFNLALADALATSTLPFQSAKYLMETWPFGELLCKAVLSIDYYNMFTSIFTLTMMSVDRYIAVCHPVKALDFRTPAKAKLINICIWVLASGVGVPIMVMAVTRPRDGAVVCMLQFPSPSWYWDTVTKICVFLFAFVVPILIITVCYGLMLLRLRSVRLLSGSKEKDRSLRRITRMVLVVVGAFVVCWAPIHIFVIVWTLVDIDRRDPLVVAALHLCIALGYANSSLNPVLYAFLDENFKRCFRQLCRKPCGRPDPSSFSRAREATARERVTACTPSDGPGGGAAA
HTR5A inv ctr – HTR5A inverse agonism, opioid heterodimer counter-screen; HTR5A cell line, luminescence; inhibition, % at 9.3 µM; 0.083% of 340,000 active; AID 504634; in the data active = inhibition mostly above about 23%, no sharp cut-off; inactive = mostly below about 18%;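 also: 0% = cells with DMSO and 100% = no-cell wells with DMSO; some compounds called inactive have numbers as strong as hits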
DAGLB inhibitor – blocks human DAGLB lipase activity; Q8NCG7; HEK293T DAGLB membrane lysate, EnzChek fluorogenic substrate; inhibition, % at 5.17 µM; 0.059% of 340,000 active; AID 504411; in the data active = inhibition above about 34%;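 also: 0% = enzyme with vehicle and 100% = wells lacking enzyme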
OPRM1-OPRD1 ag – OPRM1-OPRD1 heterodimerization agonism. 0.3% of 340,000 active. cells, luminescence. AID 504326. P35372+P41143. activation, % at 9.3 µM; in the data active = activation above about 18%;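 also: 0% = vehicle-treated cells and 100% = reference agonist; values of inactives mirror those of a sister screen read the other way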
DSG3 Ab inh – inhibitors of pemphigus antibody binding to human desmoglein-3. DSG3-coupled beads, scFv-anti-DSG3-GFP binding, flow cytometry; hits give low values. P32926. AID 588358. 0.48% of 310,000 active. binding (percent of control), % at 10 µM;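 active = binding more than 3 SD below its plate's average and above zero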;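 also: hits lower antibody fragment binding to DSG3; some compounds called inactive have numbers as strong as hits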
V-ATPase pHluor – alters yeast V-ATPase proton transport | S. cerevisiae, pHLuorin cytosolic pH fluorescence | response, % at 10 µM | 0.37% of 350,000 active | AID 504577; in the data active = response mostly above about 7.3%, no sharp cut-off; inactive = mostly below about 5.4%; also: actives read high; inactives centre near 0; some compounds called inactive have numbers as strong as hits; reference of the scale not given here
Arrestin-AP2 inh – inhibitors of human beta-arrestin and AP2 interaction | AID 504490 | inhibition, % at 10 µM | FITC-arrestin peptide / GST-AP2 beads, flow cytometry; AP2 beta2 appendage carries R879A mutation | 0.31% of 340,000 active;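 active = inhibition above a set limit, near 3 SD of compounds lacking own fluorescence, cut at about 54% in these data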;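 also: plate controls were DMSO wells for no effect and 5 µM unlabelled arrestin peptide for full effect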
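System: GST-AP2 R879A glutathione beads | Also added: FITC-arrestin peptide, 50 nM | Times: 12 min plus 1 h, RT | Signal: Bead flow cytometry, FITC channel | Buffer or medium: PBS with 0.05% Tween 20 and 0.1% BSA | Read-out basis: Percent drop in bead-associated FITC signal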
PKA-R1A act – PKA-R1A complex activation | P00514+P68181 | PKA-R1A dissociation, Cy5-IP20 fluorescence polarization; scaled: DMSO 0%, 113 µM cGMP 100% | activation, % at 11.4 µM | 0.083% of 340,000 active | AID 504707;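 active = percent activation above the mean of all tested compounds plus 3 SD, cut at about 19% in these data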;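 also: higher means more PKAc released from R1A so a rise in polarization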
HTR5A ag ctr – activates human HTR5A in OPRM1-OPRD1 agonist counter-screen | P47898 | HTR5A agonist assay, luminescence, cell-based | activation, % at 9.3 µM | 0.61% of 340,000 active | AID 504692; in the data active = activation mostly above about 9.5%, no sharp cut-off; inactive = mostly below about 7.6%;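 also: 0% = cells with vehicle only and 100% = reference agonist; strong numbers were not always called active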
Active calls of the source: *; . = not tested or not shown.

SMILES	PKA-R2B activ	MOR-DOR inv ag	HTR5A inv ctr	DAGLB inhibitor	OPRM1-OPRD1 ag	DSG3 Ab inh	V-ATPase pHluor	Arrestin-AP2 inh	PKA-R1A act	HTR5A ag ctr
Cc1ccc(S(=O)(=O)N(C)c2ccc(OC(C)C(=O)N3CCCC3)cc2)cc1C (stereo not drawn)	-6	6	9	-4	-1.1	104	0	39	-6	-4
COc1ccc(C2CC(c3cccs3)=NN2C(=O)CSC2=NN3CCCC(=O)N=C3S2)cc1 (stereo not drawn)	-2	0	21	0	-0.1	104	-3	.	-2	-5
C[C@@H]1CCCCO[C@H](CN(C)C(=O)Cc2ccccc2)[C@@H](C)CN([C@H](C)CO)C(=O)c2cc(N(C)C)ccc2O1	-11	.	.	3	.	110	-1	.	5	.
CC1(C)C[C@H](O)[C@]2(CO)[C@H](O)C[C@]3(C)C(=CCC4[C@@]5(C)CC[C@H](O)C(C)(C)C5CC[C@]43C)[C@@H]2C1 (stereo partly drawn)	-5	-43	-27	2	7.4	99	-4	16	1	0
Cc1cc(C(=O)Nc2ccccc2N2CCOCC2)c(C)o1	-6	15	-42	-2	-3.0	.	0	-13	-7	-2
CCCc1nc2ccccc2c(C(=O)OCC(=O)N2CCc3ccccc32)c1CC	-1	-7	-5	-10	1.4	123	0	2	-6	2
O=S(=O)(CC12C3C4C5C1C2C(Br)(C43)C51OCCO1)c1ccccc1 (stereo not drawn)	2	9	-1	-2	-1.8	81	-1	26	-3	4
CC(=O)Nc1ccc(S(=O)(=O)Nc2nccc(C)n2)cc1	10	9	0	0	-2.0	95	0	1	6	0
Cc1ccc(-c2cn3cc([N+](=O)[O-])ccc3n2)cc1	-7	-33	-28	-3	4.9	101	-1	21	-15	1
COc1ccc(Cn2c(CCC(=O)O)nc3cccnc32)cc1	-3	-2	8	-1	0.4	103	-3	-2	2	4
O=C(NC1=NCCS1)C1CC(=O)N(c2ccccc2)C1 (stereo not drawn)	-5	6	7	-1	-1.0	97	0	-3	0	3
CC(C)C[C@@H](COc1ccccc1)N1CCN(CCc2ccccc2)CCC1=O	-3	-6	9	-6	1.1	104	4	9	5	2
Cc1cc(NC(=O)CSCc2ccccc2)no1	2	7	-8	0	-1.1	99	-2	0	-4	-1
O=C(c1ccc(=O)[nH]n1)N1CCc2ccccc2C1	8	9	-25	1	-1.8	88	0	34	1	0
COc1ccc(/C(C#N)=C/c2cccnc2)cc1	1	11	-1	-4	-1.9	95	-1	10	6	0
O=c1ccn(CCc2c[nH]c3ccccc23)c2c1CCCC2	-9	19	-20	-1	-4.2	.	-2	46	-3	7
Cc1ccc2nc(NCCNC(=O)c3ccccc3)c(C#N)cc2c1	1	-6	6	-2	1.1	97	0	39	1	8
Cc1ccc(-n2ccnc(SCC(=O)NC3CCCC3)c2=O)cc1F	-9	8	12	0	-1.5	103	12	36	6	-5
CCCOc1ccc(/C=c2\sc3ncnn3c2=O)cc1	-14	8	14	0	-1.6	103	2	-18	-10	1
FC(F)(F)c1ccc(Cl)c(NC(=S)NC2CC2)c1	-1	12	28	0	-2.3	84	-1	6	-5	7
CCCn1c(N)c(C(=O)CSc2ncc(C(F)(F)F)cc2Cl)c(=O)[nH]c1=O	1	6	-13	1	-1.1	104	1	27	-2	5
CCCCC(=O)NC(NC(=S)N1CCOCC1)C(Cl)(Cl)Cl (stereo not drawn)	-14	10	-7	-1	-1.8	127	5	-11	-1	0
C/C(CC(=O)NCc1ccccc1)=N\NC(=O)c1cnccn1	-14	-3	-2	1	0.5	100	1	8	10	1
Cc1cccc(Nc2ncnc3onc(-c4cccc(Cl)c4)c23)c1	-10	-53	10	-9	9.4	101	-3	0	-1	-3
COc1ccc(NC(=O)c2ccc3c(c2)C(=O)N(CC2CCCO2)C3=O)cc1 (stereo not drawn)	6	-3	6	-1	0.4	.	2	-11	-3	-2
COCCn1nnnc1C(c1cc2ccc(C)cc2[nH]c1=O)N(Cc1ccco1)Cc1cccs1 (stereo not drawn)	-14	3	19	4	-0.6	101	2	18	-9	-3
O=C(c1ccc(S(=O)(=O)N2CCCC2)cc1)N1CCCC(C(F)(F)F)C1 (stereo not drawn)	-1	10	2	0	-1.6	99	-1	13	-2	2
O=C(COC(=O)c1ccncc1)Nc1cc(S(=O)(=O)N2CCOCC2)ccc1Cl	-2	1	-28	1	-0.3	103	-1	-12	-5	11
Cc1ccccc1C(=O)NNC(=O)C(=O)N1CCCCC1	-1	13	-17	-3	-2.5	94	-2	18	-4	7
O=C(O)C1CCN(C(=O)c2ccc(Cl)cc2)CC1	-1	10	6	2	-2.4	.	1	-8	-8	-3
O=C(Nc1ccc(F)cc1)c1cnccn1	-3	.	.	0	.	102	2	.	6	.
Cc1ccc(NC(=O)N/C=C/c2ccccc2)cc1	-5	8	4	-1	-1.8	99	-1	2	-5	0
Nc1nc(NCCOCCO)nc(NCc2ccccc2)c1[N+](=O)[O-]	1	7	-25	0	-1.6	100	0	2	-6	7
CCOc1nc(C)nc(NC(=O)NS(=O)(=O)c2ccccc2Cl)n1	5	1	-10	2	-0.2	.	-2	-9	-1	2
Cc1cccc(NC(=O)Cc2ccc(F)cc2)c1	-4	13	8	-1	-2.5	98	1	21	-1	-3
CN(C)c1ccc(/C=N/N2C(=O)c3ccccc3C2=O)cc1	-1	3	29	-4	-0.5	90	-1	3	0	3
CN(N)C(=S)Nc1ccc(Cl)cc1	-2	-2	3	0	0.3	111	-1	-1	-2	-1
O=C(NC(=S)Nc1cccc([N+](=O)[O-])c1)c1ccco1	-9	24	8	-1	-3.9	94	0	2	-5	-3
COc1ccc(NC(=O)Cc2ccc(C)cc2)c([N+](=O)[O-])c1	-5	-5	-16	-11	1.0	.	3	5	-7	-1
CCOC(=O)Nc1ccc(C(=O)/C=C/c2ccccc2)cc1	4	8	15	-1	-1.4	92	-3	-7	-7	3

Compounds listed so far containing a cyano group:
SMILES	PKA-R2B activ	MOR-DOR inv ag	HTR5A inv ctr	DAGLB inhibitor	OPRM1-OPRD1 ag	DSG3 Ab inh	V-ATPase pHluor	Arrestin-AP2 inh	PKA-R1A act	HTR5A ag ctr
COc1ccc(/C(C#N)=C/c2cccnc2)cc1	1	11	-1	-4	-1.9	95	-1	10	6	0
Cc1ccc2nc(NCCNC(=O)c3ccccc3)c(C#N)cc2c1	1	-6	6	-2	1.1	97	0	39	1	8

Next entries
SMILES	PKA-R2B activ	MOR-DOR inv ag	HTR5A inv ctr	DAGLB inhibitor	OPRM1-OPRD1 ag	DSG3 Ab inh	V-ATPase pHluor	Arrestin-AP2 inh	PKA-R1A act	HTR5A ag ctr
CCO/C=C1/C(=O)N(C(C)=O)c2ccccc21	9	21	16	1	-4.5	106	-1	1	7	-7
O=C1C(=O)N(c2ccccc2)c2ccccc21	-5	48*	10	2	-9.0	106	-2	-5	-8	-8
CC1(C)C[C@@H]2C[C@@](C)(CN2C(=O)c2cc(COc3cccc(C(F)(F)F)c3)on2)C1	-3	-20	6	-8	3.9	103	-1	-4	-3	-2
COc1cc(C=O)ccc1OCCOc1ccccc1[N+](=O)[O-]	4	4	-2	-1	-0.8	97	1	33	-3	1
CN(CCCNC(=O)Cn1cc2c(n1)CCCC2)C1CCCCC1	1	15	-2	-1	-2.8	111	3	1	0	1
Cc1ccc(CCNC(=O)C2CCC(=O)N2C2CCCC2)cc1 (stereo not drawn)	-6	4	-2	2	-0.7	102	-3	-3	0	6
CCOC(=O)c1cnc2ccc(C)cc2c1Sc1ccccc1C(=O)OC	-13	-9	3	-5	2.0	101	-3	-4	-12	1
CC1SCC(=O)N(CC(=O)NCc2ccccc2)C1=O (stereo not drawn)	0	19	4	0	-3.8	96	-1	-17	4	-1
COc1ccc(N(C(=O)c2snc(C(N)=O)c2N)C(C(=O)NC2CCCCC2)c2ccc(C)o2)cc1 (stereo not drawn)	10	16	-2	-3	-2.6	92	2	25	-2	-2
CC1(C)CC(=O)C(Sc2ccccc2[N+](=O)[O-])=C(O)C1	10	17	14	-2	-3.4	84	-1	-5	-7	1
FC(F)(F)c1cc(-c2ccccc2)nc2nc(N3CCOCC3)sc12	-6	-28	7	-1	5.5	102	2	-2	-9	1
CCC(c1nnc(SCC(=O)NCCc2ccc(Cl)cc2Cl)o1)N(C)C (stereo not drawn)	5	-1	-10	-1	0.2	93	4	7	6	-5
O=C(Nc1ccc2c(c1)oc1ccc(S(=O)(=O)N3CCCC3)cc12)C1CC1	-1	4	2	-2	-0.8	71*	-2	13	-4	-1
COc1ccc(NC(=O)C2CC(c3ccccc3O)=NO2)cc1OC (stereo not drawn)	-1	3	10	-1	-0.6	117	1	4	-10	-1
CC(=O)c1ccc(OCC(=O)OCc2cc(-c3ccco3)on2)cc1	-6	6	-8	-6	-1.7	.	-3	0	0	5
CCCOc1ccc(N2C(=O)CC(SC(=NCC)NCC)C2=O)cc1 (stereo not drawn)	-4	6	-8	-2	-1.2	70	-6	19	-7	8
Cc1cccc(NC(=O)/C(C#N)=C/c2ccc(Sc3ccccc3)o2)c1C	-6	1	15	-13	-0.1	89	0	33	-6	-2
CSc1ccc(COC(=O)CCS(=O)(=O)c2ccc(C)cc2)cc1	3	-1	15	-2	0.1	93	3	14	10	-5
O=C1C=C(Nc2ccc(Cl)cc2)CC(c2ccccc2)C1 (stereo not drawn)	-12	16	-10	-1	-3.0	98	-1	-3	-10	-1
CCOC(=O)C1CCN(C(=S)Nc2cccc(C)c2C)CC1	4	0	13	0	-0.1	104	6	16	2	-4

Some values from the list:
In PKA-R1A act, CC1(C)CC(=O)C(Sc2ccccc2[N+](=O)[O-])=C(O)C1 shows -7
In OPRM1-OPRD1 ag, CCCOc1ccc(N2C(=O)CC(SC(=NCC)NCC)C2=O)cc1 (stereo not drawn) shows -1.2

Other results
SMILES	PKA-R2B activ	MOR-DOR inv ag	HTR5A inv ctr	DAGLB inhibitor	OPRM1-OPRD1 ag	DSG3 Ab inh	V-ATPase pHluor	Arrestin-AP2 inh	PKA-R1A act	HTR5A ag ctr
O=C(Nc1ccc(Cl)c(S(=O)(=O)N2CCOCC2)c1)c1ccc2c(c1)OCO2	-12	-11	-7	-1	2.0	92	-1	5	2	2
O=C(CCc1ccc(S(=O)(=O)NCc2ccccc2)cc1)N1CCN(Cc2ccc3c(c2)OCO3)CC1	-7	12	1	-2	-2.3	98	-5	0	-3	0
CC1CCCC(NC(=O)CSc2ncccn2)C1C (stereo not drawn)	3	11	-26	-3	-2.9	107	6	2	3	-4
CCCCN(C(=O)C1=COCCO1)c1c(N)n(Cc2ccccc2)c(=O)[nH]c1=O	-2	-2	-24	-4	0.3	97	0	-2	-7	8

In another format: entries from further up
molecule,PKA-R2B activ,MOR-DOR inv ag,HTR5A inv ctr,DAGLB inhibitor,OPRM1-OPRD1 ag,DSG3 Ab inh,V-ATPase pHluor,Arrestin-AP2 inh,PKA-R1A act,HTR5A ag ctr
O=C(NC1=NCCS1)C1CC(=O)N(c2ccccc2)C1 (stereo not drawn),-5,6,7,-1,-1.0,97,0,-3,0,3
CC(C)C[C@@H](COc1ccccc1)N1CCN(CCc2ccccc2)CCC1=O,-3,-6,9,-6,1.1,104,4,9,5,2
Cc1cc(NC(=O)CSCc2ccccc2)no1,2,7,-8,0,-1.1,99,-2,0,-4,-1
O=C(c1ccc(=O)[nH]n1)N1CCc2ccccc2C1,8,9,-25,1,-1.8,88,0,34,1,0

Outcome played no part in choosing rows (roughly 2.4% active in at least one column).
